Screening results (PubChem)
FLuc inh – Photinus pyralis luciferase inhibition. P08659. purified P. pyralis luciferase, luminescence, biochemical. Potency, µM (titrated, usually from 115 µM), without a hit: at the highest dose activity change, negative = inhibition, most hits filed as inhibitors. 2.5% of 76,000 active. AID 1347043; further: potency means the concentration at half of the fitted maximal effect; nearly all actives have a fitted effect of over 65% in size
Target sequence (P08659 whole entry, looked up): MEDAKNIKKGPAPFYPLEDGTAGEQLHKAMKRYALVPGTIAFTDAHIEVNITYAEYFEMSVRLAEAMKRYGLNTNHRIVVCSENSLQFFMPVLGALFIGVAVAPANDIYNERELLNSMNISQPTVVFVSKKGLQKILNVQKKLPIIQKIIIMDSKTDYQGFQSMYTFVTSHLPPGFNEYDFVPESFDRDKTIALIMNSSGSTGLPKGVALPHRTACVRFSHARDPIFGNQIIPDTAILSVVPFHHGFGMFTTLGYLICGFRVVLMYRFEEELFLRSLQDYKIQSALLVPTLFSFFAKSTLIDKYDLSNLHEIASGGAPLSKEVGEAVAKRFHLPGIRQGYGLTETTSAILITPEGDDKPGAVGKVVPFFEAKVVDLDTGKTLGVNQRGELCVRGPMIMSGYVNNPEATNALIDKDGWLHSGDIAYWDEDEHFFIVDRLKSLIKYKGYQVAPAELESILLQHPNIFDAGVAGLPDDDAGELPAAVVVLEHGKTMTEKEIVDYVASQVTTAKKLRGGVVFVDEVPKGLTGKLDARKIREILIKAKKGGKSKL
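Luminescence read by CCD imaging after purified firefly luciferase (10nM final) was added to substrate buffer holding 10uM D-luciferin and 10uM ATP, pH 7.5, pre-dosed with compound.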
SNCA viab count – counter-screen for SNCA expression inhibitors: cell viability; HEK-293-SNCA-luc viability, GF-AFC fluorescence, 24 h; Potency, µM (highest dose often 57.1 µM), for the others: at the highest dose activity change, negative = cytotoxicity, usual class: cytotoxic; 0.12% of 150,000 active;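 further: potency means the concentration at half of the fitted maximal effect; 0% = DMSO-treated cells and -100% = medium-only wells without cells; nearly all actives have a fitted effect of over 30% in size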
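Cytotoxicity counterscreen: after 24 h compound treatment of genome-edited SNCA-luciferase HEK-293 cells, live-cell protease substrate GF-AFC read by fluorescence after 30 min; activity scaled between DMSO (0%) and medium-only (-100%), curves Hill-fitted.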
IP6K1 inh – blocks human inositol hexakisphosphate kinase 1. IP6K1 kinase, ADP-Glo luminescence, 2 h; stronger effect = lower value. activity change, % (series mostly up to about 58 µM). 0.81% of 140,000 active. AID 1645851; in the data active means activity change below about -25%
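ADP-Glo luminescence measures ADP made by human IP6K1 during a 2 h RT reaction with ATP/IP6 (mix at 1.3 mM/130 uM); top library doses 57.5 and 19.1 uM final.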
3T3 cytotox – cytotoxic compounds in NIH 3T3 cells. Potency, µM (doses to about 96.7 µM), for inactives: at the highest dose activity change, negative = cytotoxicity, usual class: inhibitors. NIH 3T3 viability, CellTiter-Glo ATP luminescence, 48-72 h. 4.3% of 94,000 active; further: potency means the concentration at half of the fitted maximal effect; nearly all actives have a fitted effect of over 55% in size
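First NIH 3T3 cells are plated at 400 cells/well; next compound is pinned in; then plates incubate 48 or 72 hr at 37 °C; finally CellTiter-Glo is added and luminescence read after 10 min.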
HEK293 tox – kills HEK 293 cells. HEK 293 viability, ATP luminescence (CellTiter-Glo), 48-72 h. Potency, µM (top dose mostly 115 µM), for inactives: at the top dose activity change, negative = cytotoxicity, actives largely listed as inhibitors. 6.6% of 94,000 active. AID 1345083; further: potency means the concentration at half of the fitted maximal effect; nearly all actives have a fitted effect of over 60% in size
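Luminescence from cellular ATP, measured with CellTiter-Glo, indicates HEK 293 viability. Cells plated at 250 cells/well are treated with compound for 48 or 72 hr at 37 degree Celsius before reagent addition.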
GPT2 inh – inhibitors of human GPT2 alanine aminotransferase. Potency, µM (top dose mostly 57.7 µM), for the others: at the top dose activity change, negative = inhibition, hits mostly inhibitors. 0.25% of 100,000 active. Recombinant GPT2, coupled pyruvate oxidase/HRP Amplex Red fluorescence. AID 1671188; further: potency means the concentration at half of the fitted maximal effect; nearly all actives have a fitted effect of over 60% in size; many of its hits are not listed in these tables
Target sequence (Q8TD30 whole entry, looked up): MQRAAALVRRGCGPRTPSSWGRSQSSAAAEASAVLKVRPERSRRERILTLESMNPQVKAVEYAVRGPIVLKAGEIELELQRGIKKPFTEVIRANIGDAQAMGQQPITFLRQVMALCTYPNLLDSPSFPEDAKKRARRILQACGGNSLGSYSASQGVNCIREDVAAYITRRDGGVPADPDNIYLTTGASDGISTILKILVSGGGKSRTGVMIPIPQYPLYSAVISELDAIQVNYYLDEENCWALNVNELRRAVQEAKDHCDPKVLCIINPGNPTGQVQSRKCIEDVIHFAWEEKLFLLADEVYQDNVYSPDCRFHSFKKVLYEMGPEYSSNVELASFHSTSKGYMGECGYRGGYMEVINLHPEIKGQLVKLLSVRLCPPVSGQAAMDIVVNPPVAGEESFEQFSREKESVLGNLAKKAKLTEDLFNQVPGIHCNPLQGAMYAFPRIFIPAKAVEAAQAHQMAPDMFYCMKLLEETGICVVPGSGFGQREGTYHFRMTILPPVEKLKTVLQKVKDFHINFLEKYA
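Fluorescence of coupled pyruvate oxidase/HRP/Amplex Red system (50uM Amplex, 30 min, dark) reports pyruvate formed by GPT2. Enzyme reaction: 10ng/uL GPT2, 2mM L-alanine, 250uM a-KG, 30 min room temperature, pH 7.5; 50uM AOA control.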
SNCA expr inhib – inhibitors of alpha-synuclein (SNCA) gene expression | HEK-293 SNCA-luciferase knock-in, luminescence, 24 h | 0.17% of 140,000 active | Potency, µM (titrated, usually from 57.2 µM), inactives show at the top dose activity change, negative = inhibition, actives largely listed as inhibitors;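 further: potency means the concentration at half of the fitted maximal effect; plate controls were DMSO cells for no effect and cell-free wells for full effect; nearly all actives have a fitted effect of over 45% in size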
The depositor's hits bear a star; i = inactive; ? = inconclusive; nt = not tested or not shown; & = joins results of further samples; ! = not confirmed by another sample; [ ] = remark or other dose. Unless noted, the call rests on the fitted dose curve; in most records, active means well fitted curve in the direction sought with a large enough effect; inconclusive means small, poorly fitted or top-dose-only effect, or another doubt; inactive means no such curve, though single readings can be large; an effect the other way counts as inactive or inconclusive. Unless noted, on the % scale 0 is the no-effect control and ±100 the full control effect.

smiles,FLuc inh,SNCA viab count,IP6K1 inh,3T3 cytotox,HEK293 tox,GPT2 inh,SNCA expr inhib
COc1ccc(NCc2cccn2-c2nnc(N3CCCCC3)s2)cc1OC,nt,?,13.5,nt,nt,nt,60.6%[activator]
CC(C)c1nc2c(c(-c3ccc(O)cc3)n1)CN(C(=O)Nc1ccccc1)CC2,-2.0%,-9.2%,5.6,?,?,i,-5.7%
O=C(Cc1ccccc1F)N1CCC(OCCOc2ccc(F)cc2)CC1,nt,-13.0%,10.9,-41.5%,?,-3.9%,-16.3%
Fc1cccc(C2CCCCCN2Cc2cn(-c3ccccc3)nn2)c1 (configuration not stated),-0.9%,-13.8%,7.4,?,?,-3.5%[11.5 µM],11.6%
O=C(c1ccccc1OCC1CCCN(Cc2ccncc2F)C1)N1CCCCC1 (configuration not stated),-8.8%,-2.6%,-11.2,-29.2%,-26.2%,4.1%,-3.4%
CC(=O)N1CCC(C(=O)NCC2CCN(c3cc(-c4ccc(Cl)cc4)[nH]n3)CC2)CC1,-14.1%,0.2%,10.1,?,-29.8%,?,-25.7%
Cn1nc2n(c1=O)CCN(C(=O)CC1=CCCCC1)CC2,0.6%,-8.6%,-9.5,i,1.9%,-4.1%,5.5%
Cn1nccc1CN1CC2(C1)NC(=O)c1ccccc1O2,-1.4%[172 µM],-5.1%[87.6 µM],14.9,-17.2%[138 µM],-27.7%[172 µM],i,?
CCO[C@H]1C[C@@H](O)C12CCN(C(=O)c1cc(C(F)(F)F)[nH]n1)CC2,10.5%,0.5%,-0.4,-17.3%,-15.9%,-0.4%,-5.0%
O=C(NCc1cccc(Cl)c1)c1cn2cc(-c3cccc(C(F)(F)F)c3)sc2n1,nt,-13.6%[87.6 µM],1.4,?,?,i,?
CCNC(=O)[C@@H]1C[C@H](NC(=O)c2ccc[nH]2)CN1C(=O)Cc1cc(C)no1,-7.3%,-6.9%,-1.4,-0.8%,-3.4%,-6.2%,37.3%[activator]
COc1ccc(NC(=O)CCS(=O)(=O)c2nc(-c3ccc4c(c3)OCO4)cc(C(F)(F)F)n2)cc1OC,nt,9.4%,-6.1,nt,nt,nt,?
COCCCNC(=O)c1cc(C2CC2)nc2onc(C3CCCNC3)c12 (configuration not stated),nt,7.4%,-0.3,i,2.5%,-3.6%,2.2%
O=C(CCCCn1c(=O)c2ccccc2n(Cc2cccc(F)c2)c1=O)NCc1ccc2c(c1)OCO2,nt,-1.9%,-0.2,nt,nt,nt,6.8%
O=C(c1cnc(N2CCOCC2)c2ccccc12)N1CCN(c2ccc(F)cc2)CC1,nt,-6.1%,2.7,nt,nt,nt,13.1%
CCCn1cc(-c2ccncc2)cc1C(=O)N1CCN(c2ccccn2)CC1,-7.9%,0.1%,-4.2,?,?,i,-7.1%
CC(=O)Nc1ccc(NC(=O)CN2C(=O)CCc3cc(S(=O)(=O)N4CCCCC4)ccc32)cc1,nt,-0.8%,-3.5,nt,nt,nt,-16.1%
Cc1cccc(CSc2ncc(Cl)c(C(=O)Nc3nc4ccc(F)cc4s3)n2)c1,nt,9.4%,-5.0,nt,nt,nt,-1.7%
O=C(C1CC1)N1CCC(Cc2noc(-c3ccccc3)n2)C1 (configuration not stated),-23.5%,3.7%,0.0,?,-29.9%,-4.8%,72.9%[activator]
CCOC(=O)C1=C(C)N=C2SC=C(CC(=O)NCC3CCCO3)N2C1c1ccccc1F (configuration not stated),0.5%,11.5%,-0.3,-5.2%,-6.0%,-14.0%,5.8%
CC(C)c1ccc(NC(=O)N[C@H]2CO[C@H]3[C@@H]2OC[C@H]3O)cc1,-22.3%[172 µM],12.1%[87.6 µM],-3.0,-6.1%[174 µM],-20.7%[172 µM],2.1%[88.5 µM],78.7%[activator][87.6 µM]
O=C(NC1CCCN(c2cc(-c3ccc(F)cc3)[nH]n2)C1)c1ccc(F)cc1Cl (configuration not stated),-7.5%,1.2%,0.0,-28.1%,?,-27.7%,112.4%[activator]
CCCN1C(=O)C(Cc2nc3ccccc3c(=O)n2CC)c2cc(Br)ccc21 (configuration not stated),nt,-0.4%,-9.7,nt,nt,nt,52.1%[activator]
CC(=O)N1Cc2ccccc2OC2(CCN(C(=O)c3ccc4[nH]ccc4c3)CC2)C1,nt,-10.8%,-6.6,-9.9%,-18.2%,-2.3%,-4.5%

Looked up by compound from above, 2 records:
smiles,FLuc inh,SNCA viab count,IP6K1 inh,3T3 cytotox,HEK293 tox,GPT2 inh,SNCA expr inhib
O=C(NC1CCCN(c2cc(-c3ccc(F)cc3)[nH]n2)C1)c1ccc(F)cc1Cl (configuration not stated),-7.5%,1.2%,0.0,-28.1%,?,-27.7%,112.4%[activator]
O=C(c1cnc(N2CCOCC2)c2ccccc12)N1CCN(c2ccc(F)cc2)CC1,nt,-6.1%,2.7,nt,nt,nt,13.1%

(continued)
smiles,FLuc inh,SNCA viab count,IP6K1 inh,3T3 cytotox,HEK293 tox,GPT2 inh,SNCA expr inhib
Cn1ncc2c(C(=O)NC3CC3)cc(-c3cccnc3)nc21,nt,-0.7%[87.6 µM],6.4&-3.0,39.8µM*!,63.1µM*!,4.9%[88.5 µM],10.2%[87.6 µM]
CCn1cc(C(=O)N2CC(COC)C3(CCNCC3)C2)cn1 (configuration not stated),-6.2%,-5.8%,10.3,-10.5%,-2.7%,i,-17.8%
COCCNC(=O)c1ccc(OC2CCN(Cc3ccc(C)s3)CC2)c(Cl)c1,4.5%,0.8%,0.8,?,?,-1.1%,-1.2%
Cc1ccc(CSc2oc(-c3cccs3)nc2S(=O)(=O)c2ccccc2)cc1,nt,1.8%,-10.1,nt,nt,nt,-23.5%
CSCC1OC(n2cnc3c(=O)[nH]cnc32)C(O)C1O (configuration not stated),nt,-4.3%,-1.8,nt,nt,i,nt
N#Cc1cccc(C(=O)N2CC(COc3ccccc3)C3(C2)CN(c2ccccc2)C3)c1 (configuration not stated),-6.8%[172 µM],-8.6%[87.6 µM],-0.5,-18.4%[138 µM],?,i,-21.5%[87.6 µM]
CCOc1ccccc1C(=O)Nc1nc2c(s1)CC(C)CC2 (configuration not stated),nt,-5.7%,-9.7,nt,nt,nt,?
C/C=C/C=C/C=C/C(=O)O[C@@H]1[C@@H](OC)C2=C(C(=O)N(C(C)C(=O)O)C2)[C@@]2(C)CCCC(C)(C)[C@H]12 (some centres not stated),nt,-24.3%[23.9 µM],10.9,nt,nt,i,nt
COCCOCC(=O)N1CCCN(C(=O)C2CC2)C(c2ccccc2)CC(=O)NCC1 (configuration not stated),-7.6%,2.3%,8.3,1.0%,i,-13.0%,-16.0%
COc1ccc(CNc2ncncc2-c2nc(-c3ccccc3)no2)cc1,-4.3%,-0.9%,-17.7,-2.4%,1.6%,i,4.9%
CCn1cc(S(=O)(=O)NCCc2noc(COC)n2)cn1,-13.6%,1.3%[12.5 µM],9.0,-18.9%,-2.4%,i,-10.2%
CCSc1nnc2c(n1)OC(c1ccc(C)s1)Nc1ccccc1-2 (configuration not stated),nt,10.6%,9.4,nt,nt,nt,107.4%[activator]
Cc1cccc(CSc2cn(CC(=O)N3CCCC3)c3ccccc23)c1,nt,1.2%,7.3,nt,nt,nt,82.6%[activator]
CNC(=O)c1cc(C)nc2onc(C3CCN(C(=O)c4ccc(F)cc4)CC3)c12,nt,nt,8.6,-12.2%,2.9%,nt,nt
CC(C)n1cnnc1CC1CCCN(C(=O)c2n[nH]c3ccccc23)C1 (configuration not stated),5.4%,-3.2%,-4.4,-11.1%,-12.8%,4.3%,18.0%
CCCC(=O)N1Cc2ccccc2CC2(CCCN2Cc2ccncc2)C1 (configuration not stated),nt,-7.9%,-4.1,-8.2%,-10.1%,i,7.8%
Cc1cc(C(=O)N2C[C@@H](CN(C)C)[C@@H](CO)C2)cs1,-15.0%,0.1%,3.6,i,-1.5%,-32.5%,27.6%
O=C(C[C@@H]1CCNC[C@@H]1Cc1cc(-c2ccccc2)on1)NCCN1CCOCC1,-6.0%[172 µM],3.3%[87.6 µM],1.6,-14.9%[174 µM],-2.6%[172 µM],-0.7%[88.5 µM],0.5%[87.6 µM]
COc1cccc(CN2CCNc3cnc(Nc4ccccc4)cc3C2)c1,1.8%[172 µM],-2.9%[87.6 µM],-5.7,?,89.1µM*,?,-16.0%[87.6 µM]
Cc1ccc(CC(=O)N[C@@H]2CN(c3ccncn3)C[C@H]2CN(C)C)cc1,6.4%,7.5%,2.6,-3.9%,-1.1%,-5.0%,1.8%
CCOc1ccc(-c2cc3nc(C4CCN(C(=O)OC(C)(C)C)CC4)c(C(=O)Nc4ccc(C)c(F)c4)cn3n2)cc1,nt,-4.1%,16.6,nt,nt,nt,-2.2%
COc1ccc(-c2cc(C(=O)NC3CC3)c3c(C4CCCN4)nn(C)c3n2)cc1 (configuration not stated),nt,1.6%,1.0,?,?,i,-5.2%
CN1CCN(C(=O)CCc2nc(C3CCCN3C(=O)NCCc3ccccc3)no2)CC1 (configuration not stated),0.2%,0.5%,37.4,i,-5.2%,-0.2%,-4.8%
C=C1[C@@H]2CC[C@@H]3[C@@](CCC4C(C(=O)O)(C(=O)O)C[C@@H](O[C@@H]5O[C@H](CO)[C@@H](O)[C@H](O)[C@H]5OC(=O)CC(C)C)C[C@]43C)(C2)[C@H]1O (some centres not stated),nt,-7.6%[23.9 µM],-1.9,nt,nt,i,nt
Cc1ccc(C)c(NC(=O)C2CCN(c3ncnc4c3nc3n4CCCCC3)CC2)c1,nt,9.1%,8.6,nt,nt,nt,65.1%[activator]
CCc1ccc(-c2[nH]c3c(c2-c2c(-n4cccc4)n(C)c(=O)[nH]c2=O)c(=O)[nH]c(=O)n3C)cc1,nt,9.6%,35.2,nt,nt,nt,?
COc1ccc(C(=O)N2CCC(C(=O)N3CCC(c4ccccc4)CC3)CC2)cc1,nt,-4.6%,20.3,-33.7%,-28.3%,-6.0%,-11.4%
COc1cc(OC)cc(-c2onc(C)c2C(=O)NCCCSC)c1,-1.5%,5.0%,-15.3,-27.2%,?,i,4.7%
CCc1noc(-c2cccn3c(CNC(=O)c4ccco4)nnc23)n1,-1.6%,-4.9%,18.6,-12.6%,i,i,-9.3%
COc1ccc(C(=O)N2CCCc3nc(C)nc(-c4ccc(O)cc4)c3C2)cc1,3.1%,-1.4%,0.7,-15.6%,?,i,27.0%
Cc1cccc(NC(=O)CSc2nc3ccc(NC(=O)c4ccco4)cc3s2)c1,nt,4.4%,-6.1,nt,nt,nt,64.1%[activator]

Hits appear at their usual frequency; about 7.8% have a hit in one of these screens.
